# TLR9-MyD88 inh: TLR9-MyD88 interaction inhibition | Q9NR96+Q99836 | CHO BLA complementation TLR9-MyD88, CCF4 FRET ratio | inhibition, % at 4.98 µM | actives 0.21% (n = 340,000) | AID 504734;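 active = inhibition above the mean over all tested compounds plus 3 SD, cut at about 21% in these data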;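 also: 0% = DMSO only wells and 100% = clavulanate BLA inhibitor control wells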
# LRH-1 inv ag: NR5A2 inverse agonism in reporter assay; O00482; HEK293T StAR-luciferase reporter, LRH-1 transfected, 24 h; inhibition, % at 3.6 µM; actives 0.13% (n = 360,000); AID 602396;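 active = inhibition above the mean inhibition of all tested compounds plus 3 SD, cut at about 73% in these data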;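 also: 0% = DMSO wells and 100% = reporter-only cells lacking LRH-1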
# SRC1 inh: inhibitors of human steroid receptor coactivator 1 (SRC1); Q15788; HEK293 GAL4-SRC1 luciferase reporter, luminescence; inhibition, % at 3.6 µM; actives 0.12% (n = 360,000); AID 588354;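 active = inhibition above the campaign mean plus 3 SD, with each screening campaign given its own cutoff, cut at about 60% in these data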;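 also: 0% = DMSO treated cells and 100% = gossypol at 36 µM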
# TWEAK Fn14 block: TWEAK-Fn14 signaling inhibition. TWEAK-stimulated Fn14 reporter cells, luciferase luminescence, 8 h. inhibition, % at 10 µM. actives 2% (n = 360,000). AID 1159606; in the data active = inhibition above about 50%
# NOD2 RIPK2 PPI: blocks binding of human NOD2 to RIPK2; AID 624267; actives 0.38% (n = 360,000); CHO BLA complementation NOD2-RIPK2, CCF4 ratio; O43353; inhibition, % at 4.98 µM; in the data active = inhibition above about 21%;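 also: 0% = vehicle only and 100% = reference blocker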
# TROY signal inh: inhibitors of TROY-dependent NF-kB signaling | Q293 LMP1-TROYcd NF-kB luciferase reporter, 4 h | inhibition, % at 10 µM | actives 0.98% (n = 360,000) | AID 1347056;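 active = compounds whose plate-normalised and pattern-corrected inhibition of the luciferase reporter signal at the single screening dose is 50% or more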
# ABHD5-PLIN5 inh: ABHD5-PLIN5 protein interaction inhibition; Q00G26+Q8WTS1; Split G. princeps luciferase complementation, luminescence, 4 h; inhibition, % at 4 µM; actives 0.78% (n = 360,000);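 active = inhibition above the mean inhibition across every tested compound plus 3 SD, cut at about 22% in these data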;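 also: 0% = DMSO only wells and the 100% control is not disclosed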
# Target sequence (Q00G26 whole entry, looked up): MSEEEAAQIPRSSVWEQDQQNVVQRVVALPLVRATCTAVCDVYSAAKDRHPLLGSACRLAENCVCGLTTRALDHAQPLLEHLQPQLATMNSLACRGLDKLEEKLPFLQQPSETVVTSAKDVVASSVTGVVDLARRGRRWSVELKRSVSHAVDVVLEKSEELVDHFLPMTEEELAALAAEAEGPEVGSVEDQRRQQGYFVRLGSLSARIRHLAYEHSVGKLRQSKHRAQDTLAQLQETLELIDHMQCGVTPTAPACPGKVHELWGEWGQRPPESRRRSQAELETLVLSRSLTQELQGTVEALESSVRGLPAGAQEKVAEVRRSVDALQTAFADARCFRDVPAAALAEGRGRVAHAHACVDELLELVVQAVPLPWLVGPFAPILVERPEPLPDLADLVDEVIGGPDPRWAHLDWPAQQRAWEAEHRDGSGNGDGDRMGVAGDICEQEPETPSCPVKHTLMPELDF
# Target sequence (Q8WTS1 whole entry, looked up): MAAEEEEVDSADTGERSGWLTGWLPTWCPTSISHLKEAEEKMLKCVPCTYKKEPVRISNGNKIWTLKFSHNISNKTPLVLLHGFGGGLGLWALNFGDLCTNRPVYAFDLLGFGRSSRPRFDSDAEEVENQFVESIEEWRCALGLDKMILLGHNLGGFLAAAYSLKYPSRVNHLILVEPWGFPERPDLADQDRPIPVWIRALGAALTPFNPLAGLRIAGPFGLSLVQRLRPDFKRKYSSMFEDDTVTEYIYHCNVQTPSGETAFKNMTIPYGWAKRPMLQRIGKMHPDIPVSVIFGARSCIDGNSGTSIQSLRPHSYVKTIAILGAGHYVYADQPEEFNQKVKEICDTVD
# NR2F2 inh: NR2F2 (human) inhibition, primary screen. P24468. HEK293T NGFI-A luciferase reporter, luminescence. inhibition, % at 8.6 µM. actives 0.7% (n = 370,000);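 active = inhibition above a per-plate cutoff, mean inhibition of test wells between control levels plus 3 SD, cut at about 38% in these data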;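 also: cells cotransfected with COUP-TFII expression vector driving the NGFI-A reporter; 0% = median of COUP-TF2 test wells and 100% = reporter-only cells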
# NCOA3 inh: human NCOA3 inhibition | HEK293 GAL4-SRC3 luciferase reporter, luminescence | inhibition, % at 3.6 µM | actives 0.17% (n = 360,000) | AID 588352;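 active = inhibition above a per-campaign cutoff, the mean of all compounds plus 3 SD, cut at about 60% in these data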;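 also: 0% = DMSO-treated cells and 100% = gossypol-treated cells at 36 µM; higher means less SRC3-driven luciferase light from the GAL4 reporter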
# NCOA2 inhibitor: inhibits human steroid receptor coactivator 2; actives 0.17% (n = 370,000); Q15596; inhibition, % at 9 µM; HEK293 GAL4-SRC2 luciferase reporter, luminescence; AID 651957;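 active = inhibition above the mean inhibition of all tested compounds plus 3 SD, set per campaign, cut at about 52% in these data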;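 also: 0% = DMSO treated cells and 100% = cells given Gossypol at 36 µM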
# Exocytosis inh: lytic granule exocytosis inhibition. TALL-104 LAMP-1 surface exposure, flow cytometry; cells stimulated with thapsigargin and PMA. inhibition, % at 10 µM. actives 0.66% (n = 360,000);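 active = inhibition above about 55%, limit read from the data; inconclusive = no clear call, values can overlap the other calls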
# Starred values were filed as active, the others as inactive; ? = inconclusive; / = no result given. The list is partial, so the mix of outcomes need not match the whole.
SMILES,TLR9-MyD88 inh,LRH-1 inv ag,SRC1 inh,TWEAK Fn14 block,NOD2 RIPK2 PPI,TROY signal inh,ABHD5-PLIN5 inh,NR2F2 inh,NCOA3 inh,NCOA2 inhibitor,Exocytosis inh
COc1ccc(NC(C)=O)cc1S(=O)(=O)Nc1cccc(S(=O)(=O)NC2=NCCC2)c1,-2,1,-29,13,10,12,-4,16,13,2,13
COc1ccc(C(=O)OCC(=O)Nc2ccc(OC(F)F)cc2)c(OC)c1,3,23,12,8,5,-1,9,0,3,-2,-2
Cc1ccccc1C1CC(c2ccc(F)cc2)Nc2nc(N)nn21 (stereo unspecified),-9,16,0,-17,-7,16,6,3,21,12,7
COc1ccc(-c2cccc(C(=O)N3CCOCC3)c2)cc1,-5,-19,-22,-41,1,-32,-4,-3,-25,-18,-6
O=C(CCCN1C(=O)/C(=C/c2ccc(F)cc2)SC1=S)NC1CCS(=O)(=O)C1 (stereo unspecified),4,-8,5,2,-4,-24,-1,23,7,25,-2
COc1cc(NC(=O)c2ccc(C(C)(C)C)cc2)c(OC)cc1NC(=O)CN1CCCCC1,-4,-8,11,-60,10,1,0,-6,14,-50,6
CN(C)c1ccc(/C=[N+](\[O-])C2SC(=S)N(C)C2(C)C)cc1 (stereo unspecified),9,7,-55,12,1,11,0,-1,-13,-26,-1
CN(c1ncnc(N)c1[N+](=O)[O-])C1CCS(=O)(=O)C1 (stereo unspecified),-2,23,58,50,2,25,0,31,55,30,1
COC(=O)c1cc2oc3ccccc3c2n1CC(=O)N1CCCc2ccccc21,10,12,-3,6,-5,12,4,12,16,-26,-3
CCOC(=O)C(C)n1nc(-c2ccccc2)c2ccccc2c1=O (stereo unspecified),-5,-9,-1,7,-7,7,1,12,2,-3,4
Nc1c2c(nc3c1CCCC3)CCCC2 (tested in a mixture with another compound),0,7,-18,13,-3,-6,0,0,6,-18,-3
O=C(Nc1ccc([N+](=O)[O-])cc1)OCCc1ccccn1,5,-5,-40,-12,-2,-35,-1,-33,-19,-67,-12
COc1cc2c3c(c1)C1(C(=O)N3C(C)(C)C=C2C)C(C#N)=C(N)Oc2cc(O)ccc21 (stereo unspecified),8,13,15,18,-2,10,0,6,10,13,2
O=C(CN1/C(=C(/O)c2ccccc2)C(=O)c2ccccc2S1(=O)=O)c1ccccc1,-2,5,-9,5,-12,0,-1,-5,3,-49,3
CCN(CC(=O)Nc1ccc(NC(C)=O)cc1)C(=O)c1cccnc1Sc1ccc(C)c(C)c1,5,24,1,-14,0,-8,6,-11,17,-9,-6
COc1cc2oc(=O)ccc2cc1[C@@H](O)[C@@H]1OC(C)(C)OC1(C)C,-10,5,-22,16,0,4,1,-14,4,-9,-1
CC(C)Nc1ncnc2c1cnn2Cc1ccccc1Cl,2,13,-5,-10,4,19,10,-8,-7,-4,-30
[O-]/[N+](=N\Nc1ccc(Cl)cc1)c1ccccc1,7,-8,-30,-30,-11,-19,3,-20,-31,-34,10
COc1cc(/C=C/C(C)=NNc2ccccc2)ccc1O,3,4,-3,19,-9,8,0,-38,-4,-3,23
CCOCCn1c(CN2CCCCC2)nc2c1c(=O)n(C)c(=O)n2C,1,-11,-11,22,-11,12,0,-5,-4,10,0
O=C(/C=C/c1ccco1)Nc1ccc(N2CCCC2)cc1,2,-5,-16,8,-1,-1,4,-28,-9,-68,1
Cc1ccc(C(=O)CC(=O)COc2ccc(Cl)cc2)cc1,-4,9,2,-18,-7,-39,-7,-11,9,-13,-1
Cc1cc(C)c2cc(CN(Cc3nnnn3Cc3ccc(F)cc3)C3CCCC3)c(=O)[nH]c2c1,-17,-13,-2,11,10,-15,-8,5,6,-11,-3
Cc1ccc(Oc2ccc(S(=O)(=O)Nc3ccc(C(=O)O)cc3)cc2)cc1,3,-13,-14,1,-1,-10,10,-22,12,1,8
O=C1CSC(=Nc2ccc(Cl)cc2)N1Cc1cccnc1,-5,6,-16,-7,-10,9,-4,6,-15,-9,-13
CCCCCCCCN1C(=O)[C@H](CC(=O)N2CCC(c3ccccc3)CC2)C[C@@]2(C(=O)OC)CCCCC=C12,/,13,/,4,-6,-9,6,-9,/,5,-4
CCOC(=O)C1=C(C)NC(C)=C(C(=O)OCC)C1c1ccc(C)o1,-1,-1,10,-7,10,-10,1,-13,10,14,2
Cc1cccc2cc(CN(Cc3ccco3)C(=O)c3ccncc3)c(=O)[nH]c12,-2,13,13,-12,5,-9,11,1,9,-22,-4
C=CCOc1ccc(CNc2nccs2)cc1,-6,-34,-41,-21,4,-32,-6,-5,-31,-31,-4
Cc1nc(SCC(=O)c2ccccc2)c(C#N)c(-c2ccco2)c1C(=O)NCc1ccco1,1,34,-14,21,8,-23,38*,3,-14,1,28
c1ccc2c(c1)CCc1c-2nc2ccccc2c1N1CCOCC1,7,2,8,-44,3,-78,3,23,20,22,-4
C=Cc1ccc(Cn2c(C)c(C(=O)NCc3ccc(Cl)c(Cl)c3)sc2=O)cc1,/,-5,-1,33,8,15,-1,-10,-8,-54,10
Nn1c(-c2ccccn2)nnc1-c1ccccn1,-2,-52,-75,-10,-3,-52,5,-27,-17,-36,4
CCCCC1=CC2=CC(=O)C(C)(OC(=O)CC)C(=O)C2=CN1CCOC (stereo unspecified),1,-14,-13,9,-10,1,-25,/,4,/,-1
COc1ccc(N2C(=NC(=O)c3ccccc3)SC3CS(=O)(=O)CC32)cc1 (stereo unspecified),-9,12,2,7,-9,-3,-4,-4,-6,3,-21
CC(C)NC(=O)c1ccccc1NC(=O)/C=C/c1ccc([N+](=O)[O-])cc1,-1,15,-7,-8,-2,3,2,17,13,-8,2

# Single values from the entries so far:
# COc1ccc(C(=O)OCC(=O)Nc2ccc(OC(F)F)cc2)c(OC)c1 – TLR9-MyD88 inh = 3
# CCCCCCCCN1C(=O)[C@H](CC(=O)N2CCC(c3ccccc3)CC2)C[C@@]2(C(=O)OC)CCCCC=C12 – TWEAK Fn14 block = 4

# Later entries
SMILES,TLR9-MyD88 inh,LRH-1 inv ag,SRC1 inh,TWEAK Fn14 block,NOD2 RIPK2 PPI,TROY signal inh,ABHD5-PLIN5 inh,NR2F2 inh,NCOA3 inh,NCOA2 inhibitor,Exocytosis inh
CC(Sc1nncn1C)C(=O)Nc1nnc(-c2ccccc2)s1 (stereo unspecified),-17,-63,-55,-49,13,-32,7,-17,-60,-29,-2
COc1ccc(NC(=O)CC2C(=O)N(c3ccc(F)cc3)C(=S)N2NC(=O)c2ccccc2)cc1 (stereo unspecified),0,-10,-1,15,-12,-33,1,-8,16,-11,2
CCOc1ccccc1NC(=O)C1CCCN(C(=O)NCc2ccccc2)C1 (stereo unspecified),-11,0,-19,-19,-5,2,3,13,6,-19,22
COc1cccc(OC)c1C(=O)NC(=S)NNC(=O)[C@H]1C[C@@H]1c1ccccc1,-6,-5,-5,-8,4,-2,-1,2,12,-16,16
O=C(Nc1ccccc1O)c1cc(S(=O)(=O)N2CCOCC2)ccc1Cl,-21,-2,-18,9,-15,-9,8,/,-2,/,4
COc1cc(CNc2ccc(N3CCOCC3)cc2)ccc1OCC(=O)NC(C)(C)C,-11,2,2,13,5,23,-8,19,14,13,0
CCNC(=O)C(=O)NCC1OCCCN1S(=O)(=O)c1cccs1 (stereo unspecified),-1,-4,6,19,4,-2,5,5,2,-3,0
COc1ccc(C(=O)Nc2c(-c3cccs3)c(=O)c3ccccc3n2C)cc1,-12,22,15,2,-19,2,5,18,34,9,2
O=C(NCCc1ccc(F)cc1)Nc1ccc2c(c1)OCO2,-5,-78,-57,-8,-1,-62,-3,-17,-30,-57,-5
COc1ccc(NS(=O)(=O)c2ccc(OCC(=O)N3CCOCC3)cc2)cc1,-2,13,16,-5,-8,14,-4,-4,-7,-3,-1
Cc1ccc(S(=O)(=O)N2CCOCC2)cc1NC(=O)C1CC(=O)N(c2ccc3c(c2)OCCO3)C1 (stereo unspecified),8,-12,1,9,4,-3,0,-1,-40,-43,-2
CCc1ccccc1NC(=O)C1CCCN1C(=O)Nc1ccc(C)cc1 (stereo unspecified),-1,7,8,35,-3,2,-16,0,12,-18,?
Cc1ccc(C2=NN(C(=O)CCC(=O)O)C(c3cccs3)C2)cc1 (stereo unspecified),-1,7,5,6,-6,-2,0,18,10,-5,-4
Nc1nc(N)nc(-c2ccccc2O)n1,13,0,-13,6,-9,/,1,-17,-13,-10,-1
COc1ccc(Cc2nnc(-c3ccc(F)cc3)o2)cc1OC,-12,-30,-16,-38,0,3,-10,12,-7,-17,-2
COc1ccccc1OCC(=O)N/N=C1/SCC(=O)N1Cc1ccccc1,3,9,8,-6,-8,-31,1,-2,-8,-7,-1

# A second format for some results above.
# Values run as follows: TLR9-MyD88 inh	LRH-1 inv ag	SRC1 inh	TWEAK Fn14 block	NOD2 RIPK2 PPI	TROY signal inh	ABHD5-PLIN5 inh	NR2F2 inh	NCOA3 inh	NCOA2 inhibitor	Exocytosis inh
> CC(C)NC(=O)c1ccccc1NC(=O)/C=C/c1ccc([N+](=O)[O-])cc1
→ -1	15	-7	-8	-2	3	2	17	13	-8	2
> CC(Sc1nncn1C)C(=O)Nc1nnc(-c2ccccc2)s1 (stereo unspecified)
→ -17	-63	-55	-49	13	-32	7	-17	-60	-29	-2
> COc1ccc(NC(=O)CC2C(=O)N(c3ccc(F)cc3)C(=S)N2NC(=O)c2ccccc2)cc1 (stereo unspecified)
→ 0	-10	-1	15	-12	-33	1	-8	16	-11	2
> CCOc1ccccc1NC(=O)C1CCCN(C(=O)NCc2ccccc2)C1 (stereo unspecified)
→ -11	0	-19	-19	-5	2	3	13	6	-19	22
> COc1cccc(OC)c1C(=O)NC(=S)NNC(=O)[C@H]1C[C@@H]1c1ccccc1
→ -6	-5	-5	-8	4	-2	-1	2	12	-16	16
> O=C(Nc1ccccc1O)c1cc(S(=O)(=O)N2CCOCC2)ccc1Cl
→ -21	-2	-18	9	-15	-9	8	/	-2	/	4
> COc1cc(CNc2ccc(N3CCOCC3)cc2)ccc1OCC(=O)NC(C)(C)C
→ -11	2	2	13	5	23	-8	19	14	13	0
> CCNC(=O)C(=O)NCC1OCCCN1S(=O)(=O)c1cccs1 (stereo unspecified)
→ -1	-4	6	19	4	-2	5	5	2	-3	0
> COc1ccc(C(=O)Nc2c(-c3cccs3)c(=O)c3ccccc3n2C)cc1
→ -12	22	15	2	-19	2	5	18	34	9	2
> O=C(NCCc1ccc(F)cc1)Nc1ccc2c(c1)OCO2
→ -5	-78	-57	-8	-1	-62	-3	-17	-30	-57	-5
> COc1ccc(NS(=O)(=O)c2ccc(OCC(=O)N3CCOCC3)cc2)cc1
→ -2	13	16	-5	-8	14	-4	-4	-7	-3	-1
> Cc1ccc(S(=O)(=O)N2CCOCC2)cc1NC(=O)C1CC(=O)N(c2ccc3c(c2)OCCO3)C1 (stereo unspecified)
→ 8	-12	1	9	4	-3	0	-1	-40	-43	-2
> CCc1ccccc1NC(=O)C1CCCN1C(=O)Nc1ccc(C)cc1 (stereo unspecified)
→ -1	7	8	35	-3	2	-16	0	12	-18	?
> Cc1ccc(C2=NN(C(=O)CCC(=O)O)C(c3cccs3)C2)cc1 (stereo unspecified)
→ -1	7	5	6	-6	-2	0	18	10	-5	-4
